Screening results from PubChem.
FXN GAA850 act: activators of GAA850 frataxin (FXN) promoter; 0.56% of 360,000 active; activation, % at 6 µM; AID 540364; HEK293 lucGAA850 FXN promoter luciferase reporter, 24 h; percent of 10 µM SAHA response;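 active means activation above the average of all compounds screened plus 3 SD, cutoff fixed separately per campaign, cut at about 7.5% in these data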;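 further: 0% = DMSO wells and 100% = 10 µM SAHA wells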
DAX1 inh-1: inhibitors of DAX1 repression of SF-1 activated StAR promoter; inhibition, % at 6.8 µM; 1.1% of 370,000 active; AID 652010; HEK293T StAR-luciferase reporter, SF-1/DAX-1 repression relief;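 active means inhibition above the mean over all tested compounds plus 3 SD, cut at about 3.6% in these data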;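 further: 0% = DAX-1 cells with DMSO and 100% = cells lacking DAX-1 with DMSO; higher inhibition means more luminescence from relief of DAX-1 repression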
DAX1 inh-2: inhibits human nuclear receptor DAX1; inhibition, % at 6.75 µM; P51843; AID 504766; 0.99% of 340,000 active; HEK293 Gal4-DAX1 luciferase reporter, luminescence;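 active means inhibition above the mean over all tested compounds plus 3 SD, cut at about 4.2% in these data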;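 further: 0% = DAX1-transfected cells with DMSO and 100% = empty-vector control cells with DMSO; inhibition shows as a rise in luminescence from relieved DAX1 repression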
Target sequence (P51843 207-470 limits assumed): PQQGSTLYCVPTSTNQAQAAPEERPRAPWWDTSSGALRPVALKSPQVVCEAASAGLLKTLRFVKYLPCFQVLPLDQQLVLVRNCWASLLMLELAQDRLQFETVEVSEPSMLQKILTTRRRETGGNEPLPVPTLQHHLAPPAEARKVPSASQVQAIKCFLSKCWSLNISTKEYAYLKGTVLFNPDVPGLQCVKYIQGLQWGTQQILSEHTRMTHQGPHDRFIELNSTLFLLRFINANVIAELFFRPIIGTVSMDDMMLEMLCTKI
ADAM17 inh: ADAM17 inhibition, QFRET primary screen; P78536; recombinant ADAM17, EDANS/DABCYL FRET peptide cleavage; inhibition, % at 6.95 µM; 0.83% of 370,000 active; AID 720648;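 active means inhibition above the mean of compounds lying between control limits plus 3 SD, set per campaign, cut at about 8.5% in these data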;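 further: 0% = DMSO-only wells as the low control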
Target sequence (P78536 215-824 limits assumed): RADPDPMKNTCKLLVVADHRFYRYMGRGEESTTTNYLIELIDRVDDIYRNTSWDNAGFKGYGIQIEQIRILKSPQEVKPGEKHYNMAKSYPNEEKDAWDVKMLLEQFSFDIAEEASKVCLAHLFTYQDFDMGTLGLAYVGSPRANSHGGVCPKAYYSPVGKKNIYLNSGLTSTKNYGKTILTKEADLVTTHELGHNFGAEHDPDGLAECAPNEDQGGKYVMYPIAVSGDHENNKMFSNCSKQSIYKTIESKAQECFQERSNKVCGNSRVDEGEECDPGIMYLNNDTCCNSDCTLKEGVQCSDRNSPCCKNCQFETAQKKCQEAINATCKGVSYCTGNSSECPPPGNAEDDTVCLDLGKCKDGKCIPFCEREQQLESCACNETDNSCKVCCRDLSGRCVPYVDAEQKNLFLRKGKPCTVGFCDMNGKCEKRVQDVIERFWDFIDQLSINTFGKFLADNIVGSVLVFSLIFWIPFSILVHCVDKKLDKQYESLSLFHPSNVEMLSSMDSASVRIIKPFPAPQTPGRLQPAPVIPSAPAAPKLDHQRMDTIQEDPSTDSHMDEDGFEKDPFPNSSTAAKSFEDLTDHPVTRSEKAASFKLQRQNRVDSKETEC
PLCg1 inh: inhibitors of human phospholipase C gamma1; purified PLC-gamma1, fluorogenic substrate, fluorescence; inhibition, % at 12.2 µM; 0.84% of 370,000 active; in the data active means inhibition above about 9.5%
ssDAF-12 act: activates DAF-12 receptor from parasite S. stercoralis; HEK293 ssDAF-12/GRIP1 lit1-tk-luc reporter, luminescence; % of 3 µM dafachronic acid response; 1% of 370,000 active; activation, % at 6.8 µM;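 active means activation above the mean over all tested compounds plus 3 SD, cut at about 0.9% in these data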;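 further: 0% = DMSO-only wells and 100% = 3 µM delta7-dafachronic acid wells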
hcDAF-12 act: activates DAF-12 receptor from parasite H. contortus. HEK293 hcDAF-12 lit1-tk-luc reporter, luminescence; 0% DMSO, 100% Δ7-dafachronic acid. activation, % at 6.8 µM. 1.4% of 370,000 active. AID 652067;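 active means activation above the mean of all tested compounds plus 3 SD, cut at about 5.5% in these data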;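 further: 100% = response to 3 µM Δ7-dafachronic acid high control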
hgDAF12 agonist: activates the H. glycines DAF-12 receptor ligand-binding domain; HEK293 GAL4-hgDAF12 UAS-luciferase reporter, agonist luminescence; normalized to butyrate control; activation, % at 6.8 µM; 1.8% of 370,000 active; AID 687014;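 active means activation above a cutoff set at the mean of all screened compounds plus 3 SD, cut at about 10% in these data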;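 further: 0% = DMSO wells and 100% = sodium butyrate wells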
HGIII-sPLA2 inh: Inhibits HGIII-sPLA2 liposome hydrolysis, primary screen | Q9NZ20 | QFRET BODIPY PC-A2 liposome hydrolysis, fluorescence | inhibition, % at 12.2 µM | 0.56% of 370,000 active | AID 743126;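 active means inhibition above mean plus 3 SD of compounds lying within the high and low control bounds, cut at about 19% in these data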;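 further: 0% = median of test compound wells and 100% = no enzyme DMSO wells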
PLCb3 inh: PLC-beta3 (human) inhibition, primary screen; Purified PLC-beta3, fluorogenic substrate, fluorescence; AID 720704; 0.18% of 370,000 active; inhibition, % at 12.2 µM; in the data active means inhibition above about 11%;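 further: 0% = median of compound wells on plate and 100% = full blocker control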
ADAM10 inh: inhibitors of human ADAM10; recombinant ADAM10, EDANS/DABCYL FRET peptide cleavage, 3 h; inhibition, % at 7 µM; 0.62% of 370,000 active;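 active means inhibition above a per-campaign cutoff equal to the mean of compounds falling between control-based bounds plus 3 SD, cut at about 20% in these data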;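 further: 0% = DMSO wells while the 100% control is not disclosed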
The depositor's hits bear a star; / = not tested or not shown.

SMILES	FXN GAA850 act	DAX1 inh-1	DAX1 inh-2	ADAM17 inh	PLCg1 inh	ssDAF-12 act	hcDAF-12 act	hgDAF12 agonist	HGIII-sPLA2 inh	PLCb3 inh	ADAM10 inh
CC(=O)c1cc(-c2cccc([N+](=O)[O-])c2)c(=O)n2c1CCC2	/	-0.2	/	-8.4	-0.8	0.1	-2.6	4.4	4.9	-0.4	-10.7
O=C(CSc1nnnn1-c1ccccc1)Nc1ncc(Cc2cccc(Cl)c2Cl)s1	0.3	0.5	-1.4	-3.1	0.9	-0.9	-0.6	2.6	-1.1	0.4	2.1
CCOC(=O)C1C(=O)NC(c2ccccc2)=NC1c1ccc(F)cc1 (centres undefined)	-1.9	-0.1	-0.6	-2.6	2.0	-1.1	-1.9	-2.6	8.1	-1.0	-3.3
COc1ccccc1NC(=O)CN1CCN(CC(=O)Nc2ccccc2Cl)CC1	-0.6	0.0	0.7	7.6	1.7	-1.1	-1.0	2.0	0.7	-1.5	-6.4
Cc1ccc(Nc2nc(CSc3nnnn3-c3ccccc3)cc(=O)[nH]2)cc1	-1.8	-1.1	-0.9	1.9	1.3	-1.2	-2.1	2.0	-49.6	-1.8	4.8
CCN(C(=O)COC(=O)CCCc1nc2ccccc2s1)c1c(N)n(Cc2ccccc2)c(=O)[nH]c1=O	1.0	-1.4	0.1	-0.9	-3.2	-0.8	0.7	-1.0	-10.0	-8.0	-6.1
CCN(CC)c1nc2ccccc2n2cnnc12	-0.1	-1.1	0.2	-2.3	-5.7	-1.6	-1.7	0.5	1.1	-7.3	1.8
C#Cc1ccc(C(=O)Nc2cc(C(N)=O)ccc2N2CCOCC2)cc1	-5.1	-0.8	0.1	4.4	-5.2	-1.8	-1.5	-0.5	4.2	-11.7	4.1
C/C(=N\NC(=O)C(=O)Nc1c(C)n(C)n(-c2ccccc2)c1=O)c1ccncc1	3.2	-0.2	-0.2	4.1	4.3	-1.7	-2.0	-0.1	0.7	-3.7	1.1
CN(Cc1ccc(Cl)cc1)C(c1cc2ccccc2o1)c1nnnn1C(C)(C)C (centres undefined)	/	-1.8	/	0.4	1.0	-1.3	-1.7	0.1	-9.0	3.1	1.2
COc1ccc(Nc2c3c(nc4ccccc24)CCCC3)cc1OC	0.0	-0.1	-0.6	-1.2	0.9	-1.7	-1.9	-2.4	0.0	1.0	-3.1
CCN(CC(=O)Nc1c(F)cccc1F)C(=O)CCC(=O)c1ccc(F)cc1	1.7	-0.1	-0.7	-0.8	-3.1	-1.4	-0.3	1.8	-2.4	-3.7	-5.7
CCc1nc2ccccc2c(C(=O)OCC(=O)NCc2ccc3c(c2)OCO3)c1C	3.8	-0.6	-0.4	1.8	-3.5	-0.7	-1.0	-0.6	1.3	-3.2	6.7
COc1ccc(C2/C(=C(/O)c3ccccc3)C(=O)C(=O)N2c2ccccn2)cc1OC (centres undefined)	-0.2	0.6	-0.1	-2.1	0.7	-0.9	0.7	1.6	-8.0	-1.7	-4.0
O=C(CN(Cc1ccccc1)C(=O)CCC(=O)Nc1ccccn1)NCc1ccc(F)cc1	-1.0	0.4	0.3	1.3	7.2	-0.1	-0.4	-0.9	7.6	1.4	14.2
COc1ccc(N(CN2C(=O)c3ccccc3C2=O)C(=O)C(C)C)cc1	-1.0	0.6	0.3	0.3	3.4	-0.7	0.9	2.3	8.4	6.2	8.0
CN(C)c1ccc(NC(=S)c2ccc3ccccc3n2)cc1	0.6	0.9	0.1	-3.6	-1.6	-1.1	4.7	1.9	10.6	-10.7	6.0
CCOC(=O)N1CCC(NC(=O)C2CCN(Cc3nc(-c4ccc(CC)cc4)oc3C)CC2)CC1	-0.9	0.7	-0.4	-2.3	-0.8	-1.0	0.0	2.4	11.5	-0.6	-3.1
C=CCNC(=O)C1=NN(c2c(F)c(F)cc(F)c2F)C(=O)CC1	0.0	0.2	-0.3	-3.3	-0.3	-1.1	-1.5	-2.3	-2.3	-4.3	7.0
O=C(COC(=O)CNC(=O)C1CCCCC1)Nc1ccc(F)c([N+](=O)[O-])c1	2.9	-0.9	1.8	0.7	-0.1	-1.5	-0.8	1.9	-3.0	1.1	3.6
c1ccc(-n2ncc3c(NC4CCCCCC4)ncnc32)cc1	1.9	5.7*	5.9*	0.6	2.5	-0.6	-0.1	10.8*	-5.6	3.3	0.9
Cc1ccc(SCCC(=O)Nc2c(C)n(C)n(-c3ccccc3)c2=O)cc1	-2.0	-0.1	-0.5	-3.9	-0.9	-0.8	-1.5	-1.6	3.2	2.4	4.0
COc1cc(/C=C2/C(=O)NN(c3ccc(C)c(Cl)c3)C2=O)cc([N+](=O)[O-])c1O	-1.2	0.4	0.6	1.8	3.1	-1.3	0.8	-2.5	-4.8	-6.2	11.0
CCNC(=O)COc1cccc2ccccc12	-1.2	-0.6	-0.2	-6.4	-1.6	-1.9	-0.9	1.1	3.4	-1.7	-9.3
Cc1ccc(Cl)cc1NS(=O)(=O)c1ccc2oc(=O)ccc2c1	-1.4	-0.4	1.9	2.7	3.1	-0.9	-0.5	1.3	-15.7	-2.2	5.5

(further entries)
SMILES	FXN GAA850 act	DAX1 inh-1	DAX1 inh-2	ADAM17 inh	PLCg1 inh	ssDAF-12 act	hcDAF-12 act	hgDAF12 agonist	HGIII-sPLA2 inh	PLCb3 inh	ADAM10 inh
Cc1ccc(N2CC(C(=O)OCC(=O)Nc3ccccc3F)CC2=O)cc1 (centres undefined)	0.3	-0.1	3.4	-1.0	-1.1	-1.4	-0.4	0.3	-6.5	4.1	-2.5
S=C(NCC1CCCO1)N1CCN(c2ccccc2)CC1 (centres undefined)	0.2	-0.6	-0.5	-2.7	2.3	-0.8	-1.9	0.0	3.5	0.2	-4.4
COc1ccccc1C(=O)CC(=O)C(=O)Nc1cccc([N+](=O)[O-])c1C	-1.1	0.3	2.9	0.5	-3.9	-1.1	-1.7	-0.8	2.5	-3.9	-5.1
O=C(O)CCCCCNC(=O)C(=O)C1C(=O)Nc2ccccc21 (centres undefined)	1.7	0.2	-0.1	-7.9	-6.0	0.6	3.6	-0.1	6.2	-14.5	-5.8
O=C(NCc1ccccc1)C(c1ccco1)N(C(=O)c1csnn1)c1ccccc1F (centres undefined)	-1.3	0.1	-0.9	-0.2	3.0	-1.7	-0.7	-0.8	-0.1	-1.2	13.9
COc1ccc(C(=O)N2CCC(C(=O)N3CCN(Cc4ccccc4)CC3)CC2)cc1	0.3	0.2	0.1	0.1	0.9	-1.5	-0.3	2.0	1.1	-1.9	6.3
CSc1ccccc1OCc1cc(C(=O)NCC(C)(C)N2CCOCC2)no1	2.0	-2.0	0.6	-2.5	-1.3	-0.8	-0.5	0.6	-4.1	-3.0	-5.9
COc1ccc(O)cc1	-0.3	0.3	4.5*	-2.8	5.3	-1.3	-0.3	0.1	6.1	4.9	-10.2
CCc1nc2c(OCC3CCCCC3)cccn2c1N(C=O)Cc1ccc(OC)cc1	-0.1	-0.2	/	-3.6	1.2	-0.9	-1.2	-3.5	-4.4	-2.0	0.6
COC(=O)Cn1c(CCS(=O)(=O)c2ccc(Cl)cc2)nc2ccccc21	1.7	-0.6	0.6	-0.1	3.0	-0.9	-1.1	-2.2	3.5	1.8	4.7
C[C@H](O)[C@@H]1CN2CCc3c([nH]c4ccc(-c5ccc6c(c5)OCO6)cc34)[C@@H]2C[C@@H]1N(C)C(=O)Nc1cc(Cl)cc(Cl)c1	-4.4	-3.8	0.9	1.0	-36.4	-1.1	0.0	2.4	-9.3	-43.2	0.8
Cc1ccc(C(=O)/C=C/c2cn(CN3CCN(C)CC3)c3ccccc23)cc1	3.8	1.5	0.3	-20.3	-184.5	-0.1	0.6	12.7*	-38.0	-254.0	-34.0
CCN(CC)C(=O)OCc1c(-c2ccccc2)ncc2ccccc12	5.4	-0.3	1.6	-2.7	0.9	-0.8	2.1	6.7	3.4	-0.5	0.9
COc1cc(NC(=O)CCc2nnc3ccc(N4CCCC4)nn23)cc(OC)c1OC	0.4	-2.0	0.1	-5.7	0.2	-1.7	3.0	-1.4	4.8	-7.5	-1.1
COc1ccccc1N1CCN(C(=O)C(C)N(c2ccccc2)S(C)(=O)=O)CC1 (centres undefined)	1.7	-0.2	0.5	-2.3	-1.4	-1.2	-0.4	-0.7	-0.2	1.0	-3.0
COCCn1ccc2c(OCC(=O)NCc3ccccc3)cccc2c1=O	2.5	0.0	0.9	-9.6	2.2	-0.4	-1.1	-2.0	7.4	-6.0	-31.0
COc1ccc(CNCc2cc(OC)ccc2OC)cc1	-1.0	0.1	-1.7	1.2	5.6	-1.9	-2.7	-1.3	-2.6	0.1	0.9
COc1cc(C(=O)N2CCN(C/C=C/c3ccccc3)CC2)cc(OC)c1OC	1.5	0.6	0.6	-3.1	-0.2	-0.7	-1.5	-0.6	4.2	-0.7	6.1
O=C(CSc1nc2ccccc2nc1N1CCCC1)Nc1ccc(F)cc1	0.7	-0.3	0.1	-6.8	-10.9	-1.4	1.9	0.6	0.3	-13.6	-19.6
CSCCC(NS(=O)(=O)c1ccc(Cl)cc1)C(=O)OCC(=O)NC1CCCCC1 (centres undefined)	-0.8	-0.5	-0.3	-5.3	1.6	-0.8	-1.2	-2.0	-14.5	2.5	-0.1
CCOC(=O)c1nnn(-c2ccc([N+](=O)[O-])cc2[N+](=O)[O-])c1C	3.1	-2.2	-0.9	-2.4	-0.7	-1.6	-0.9	-3.8	0.6	0.7	-0.4
CCNC(=S)N(CCc1c(C)[nH]c2ccc(Cl)cc12)Cc1ccco1	0.9	-1.1	0.3	6.8	1.2	-1.4	-1.2	0.5	-22.8	0.0	11.4
CC(C)(C)OC(=O)CNC(=O)c1[nH]cnc1C(=O)NC(c1ccccc1)c1ccccc1	0.3	0.1	0.5	15.8*	8.8	-1.5	-2.4	-1.6	-14.3	7.2	26.8*
O=C(NCCc1ccc(Cl)cc1)c1ccc(Br)s1	4.0	3.1	0.3	0.3	1.4	-0.1	1.9	3.1	-2.9	-3.4	-0.2
N#CC1=C(S)N(c2ccccc2)C2(CCCCC2)NC1=O	-1.0	-0.6	0.7	-1.3	-0.1	-1.6	-3.4	-1.1	6.9	-0.7	-8.0
COc1ccc(C)cc1NC(=O)c1ccccc1NS(=O)(=O)c1ccc(Cl)s1	-3.8	-1.5	-2.3	2.6	-8.3	-2.6	-1.7	-3.5	-72.2	-20.1	5.5
S=c1[nH]ncn1NCc1cccc(Br)c1	-0.2	0.3	/	-3.1	1.0	-1.2	-0.7	-0.6	-1.0	-5.8	-7.1

This is a random part of the collection; 6.9% or so of the library scored in one or more.
